ASAP1 inh: inhibitors of human ASAP1 ArfGAP activity. Q9ULH1. ASAP1-stimulated ARF1 GTP hydrolysis, GDP FP detection. inhibition, % at 16.5 µM. 360,000 compounds, 0.19% hits. AID 624377; in the data active means inhibition above about 25%;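 further: 0% = vehicle with enzyme and substrate and 100% = no enzyme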
PLCg1 inh: blocks human PLC-gamma1 enzyme activity; inhibition, % at 12.2 µM; purified PLC-gamma1, fluorogenic substrate, fluorescence; 370,000 compounds, 0.84% hits; P19174; in the data active means inhibition above about 9.5%
ADAM17 inh: inhibits human ADAM17; 370,000 compounds, 0.83% hits; inhibition, % at 6.95 µM; P78536; recombinant ADAM17, EDANS/DABCYL FRET peptide cleavage;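 active means inhibition above the mean of compounds lying between control limits plus 3 SD, set per campaign, cut at about 8.5% in these data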;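 further: 0% = DMSO-only wells as the low control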
KLK7 zymogen act: activators of human kallikrein-7 zymogen | activation, % at 7 µM | purified proKLK7, EDANS-DABCYL substrate fluorescence; 100% is mature enzyme control, 0% vehicle | 370,000 compounds, 0.9% hits;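 active means activation above the mean of all tested compounds plus 3 SD, computed per campaign excluding outliers beyond control limits, cut at about 13% in these data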
TDP2 inh: TDP2 (human) inhibition, absorbance primary screen | O95551 | recombinant TDP2, T5PNP hydrolysis, p-nitrophenol absorbance 415 nm | inhibition, % at 12.8 µM | 370,000 compounds, 0.34% hits;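 active means inhibition above the mean of all tested compounds plus 3 SD, set per campaign, cut at about 25% in these data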;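 further: 0% = DMSO with enzyme and 100% = buffer with substrate but no TDP2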
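Evaluation: % inhibition relative to enzyme-containing and enzyme-free wells. Material: recombinant human TDP2. Benchmarks: enzyme-free and DMSO wells. Timing: enzyme reaction with compound for 2 h at 37 °C. Compound dosing: 12.8 µM only. Measured by: p-Nitrophenol epi absorbance. Reagent: T5PNP substrate at 5 mM, a TopII-DNA adduct mimic. Replication: single well per compound.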
ADAM10 inh: inhibitors of human ADAM10; AID 720582; recombinant ADAM10, EDANS/DABCYL FRET peptide cleavage, 3 h; 370,000 compounds, 0.62% hits; inhibition, % at 7 µM;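 active means inhibition above a per-campaign cutoff equal to the mean of compounds falling between control-based bounds plus 3 SD, cut at about 20% in these data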;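 further: 0% = DMSO wells while the 100% control is not disclosed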
Target sequence (O14672 214-748 limits assumed): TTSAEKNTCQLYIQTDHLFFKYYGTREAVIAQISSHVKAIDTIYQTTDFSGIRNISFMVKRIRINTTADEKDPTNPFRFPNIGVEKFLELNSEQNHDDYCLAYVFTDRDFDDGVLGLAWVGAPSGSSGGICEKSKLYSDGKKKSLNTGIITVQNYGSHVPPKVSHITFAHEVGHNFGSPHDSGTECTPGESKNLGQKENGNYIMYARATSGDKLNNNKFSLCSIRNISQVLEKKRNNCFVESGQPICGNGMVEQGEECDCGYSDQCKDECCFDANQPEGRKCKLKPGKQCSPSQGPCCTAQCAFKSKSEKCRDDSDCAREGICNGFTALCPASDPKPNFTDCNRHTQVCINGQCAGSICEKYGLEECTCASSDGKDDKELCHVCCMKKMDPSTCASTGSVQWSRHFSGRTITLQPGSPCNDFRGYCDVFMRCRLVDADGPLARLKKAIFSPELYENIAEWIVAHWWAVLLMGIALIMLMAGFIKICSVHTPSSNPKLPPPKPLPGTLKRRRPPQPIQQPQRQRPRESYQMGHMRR
ARFGAP1 inh: inhibits rat ARF GTPase activating protein 1. Arfgap1-stimulated ARF1 GTP hydrolysis, GDP FP detection. inhibition, % at 16.5 µM. 360,000 compounds, 0.26% hits;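 active means inhibition above a per-plate limit, mean inhibition of low control wells plus 3 SD, cut at about 25% in these data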;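 further: 0% = DMSO wells with enzyme and 100% = wells lacking Arfgap1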
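Assay system: purified rat His6-Arfgap1 residues 1-136 (GAP domain); Reagent: human Δ17 ARF1 bound to GTP; Dosing: 16.5 µM single point, 1.26% DMSO; Times: GTP hydrolysis reaction 2 h at 25 °C; Signal: FP, GDP Alexa 633 tracer displaced from anti-GDP antibody, 620/688 nm; Measure: % inhibition from polarization.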
DDE Tn7 FP inh: disrupts Tn7 cyclic peptide binding to fibrin D-Dimer-E complex; inhibition, % at 8.3 µM; AID 720508; P02675; 370,000 compounds, 0.13% hits; FP displacement of FITC-Tn7 peptide from fibrin DD(E); 0% = median of compound wells per plate;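 active means inhibition above the mean of compounds falling within the control limits plus 3 SD of them, cut at about 14% in these data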;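 further: 0% = plate median of compound wells and 100% = 10 µM Aha-Tn7 peptide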
Target sequence (P02675 whole entry, looked up): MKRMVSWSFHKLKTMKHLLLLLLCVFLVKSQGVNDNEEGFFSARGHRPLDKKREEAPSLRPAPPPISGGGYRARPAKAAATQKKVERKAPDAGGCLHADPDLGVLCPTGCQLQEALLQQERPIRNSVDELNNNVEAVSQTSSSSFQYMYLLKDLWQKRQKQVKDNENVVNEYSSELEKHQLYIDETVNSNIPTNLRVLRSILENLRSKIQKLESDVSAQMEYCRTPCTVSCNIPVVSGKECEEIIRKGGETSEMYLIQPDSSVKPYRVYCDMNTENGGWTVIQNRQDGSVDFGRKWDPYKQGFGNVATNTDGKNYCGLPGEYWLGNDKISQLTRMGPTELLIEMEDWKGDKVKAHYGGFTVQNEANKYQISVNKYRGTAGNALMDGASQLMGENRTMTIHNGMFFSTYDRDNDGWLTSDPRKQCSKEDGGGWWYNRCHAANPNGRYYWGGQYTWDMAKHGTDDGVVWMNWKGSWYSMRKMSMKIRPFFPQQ
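Measure: % inhibition scaled between sample-field median and high-control FP; Test system: human fibrin DD(E); Quantity: 2 µM final DD(E) protein; Doses: one dose, 8.3 µM nominal; Schedule: compound with protein 10 min, then 3 h after probe, room temperature; Detection: fluorescence polarization; Medium: Tris buffer with calcium and detergent, pH 7.8.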
LEDGF integ inh: blocks HIV-1 LEDGF/p75-dependent DNA integration | TR-FRET IN-LEDGF/p75 DNA integration, Eu/Cy5 | inhibition, % at 3.7 µM | 370,000 compounds, 0.64% hits;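 active means inhibition above the screen-wide mean plus 3 SD, cut at about 13% in these data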;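 further: signal is the Cy5 over europium emission ratio at 671 and 618 nm; 0% = plate median of compound wells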
Tn6 DDE FP: DD(E)-Tn6 binding inhibition, primary FP screen; inhibition, % at 8.3 µM; Fibrin DD(E) TRITC-Tn6 fluorescence polarization displacement; 370,000 compounds, 0.21% hits; P02675; AID 720509;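 active means inhibition above a per-campaign cutoff: mean of compounds within control limits plus 3 SD, cut at about 15% in these data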;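 further: 0% = median of all compound wells on the plate and 100% = blocking peptide control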
Active calls of the source: *; / = not tested or not shown.

Structure	ASAP1 inh	PLCg1 inh	ADAM17 inh	KLK7 zymogen act	TDP2 inh	ADAM10 inh	ARFGAP1 inh	DDE Tn7 FP inh	LEDGF integ inh	Tn6 DDE FP
Cc1cc(C)cc(NC(=O)Nc2ccc3ccccc3n2)c1	5	2	1	0.2	1	-4	-5	0	3	1
O=C(NCC1CCN(Cc2ccc(F)cc2)CC1)Nc1cc(F)ccc1F	0	2	-1	-0.2	8	-2	8	1	-2	13
CCOc1ccc(N(CC(=O)Nc2c(C)n(C)n(-c3ccccc3)c2=O)S(=O)(=O)c2cccc3cccnc23)cc1	/	9	-2	0.3	-8	-14	/	-1	0	-1
Cc1ccc(-c2nc(CSCC(=O)Nc3cc(C)on3)c(C)o2)cc1	9	5	1	0.2	0	0	2	-6	7	3
Cc1ccc(CCNC(=O)CN2C(=O)COc3ccc(S(=O)(=O)N4CCC(C)CC4)cc32)cc1	1	8	8	0.1	-3	11	1	3	6	-9
CN(NC(=O)C1CC(=O)N(c2ccccc2)C1)C1=NS(=O)(=O)c2ccccc21 (stereo unspecified)	-5	0	-1	-0.2	1	-6	-11	-1	0	11
Cc1ccc(-c2nn(CCC(=O)O)cc2CCC(=O)O)cc1	-5	2	-4	0.3	3	-7	3	5	-1	7
Cc1ccnc(SC2CC(=O)N(c3ccc([N+](=O)[O-])cc3)C2=O)n1 (stereo unspecified)	2	1	-1	-0.4	5	7	-4	-3	-1	-4
CCN(CC)CCCN1C(=O)C(O)=C(C(=O)c2ccco2)C1c1ccc(C)o1 (stereo unspecified)	5	-3	-3	0.5	-4	-1	15	-12	0	-4
CCOc1ccccc1NC(=O)C1CCCC1	-12	-1	-5	-3.6	-4	-4	-7	-7	6	-4
Cc1ccc(NC(=O)COC(=O)CCC(=O)c2ccc(C(C)(C)C)cc2)c([N+](=O)[O-])c1	4	9	-3	-0.6	2	-3	7	-6	1	-1
COc1ccc(C)cc1NC(=O)C(OC(=O)C1CC1)c1ccccc1 (stereo unspecified)	9	1	2	0.8	-3	6	6	0	0	4
O=C(CSc1n[nH]c(-c2cccnc2)n1)Nc1ccccc1[N+](=O)[O-]	-8	1	-1	-0.1	18	0	5	3	-1	-3
CCC(=O)N1CCN(c2ccc(NC(=O)c3ccc([N+](=O)[O-])o3)cc2)CC1	1	2	2	-0.2	-16	-1	-1	-2	4	4
O=c1cc2ncc(-n3cc([N+](=O)[O-])cn3)cn2[nH]1	-3	1	-5	-0.5	-3	-7	-17	1	3	-11
c1ccc(COc2cccc(CNCc3cccnc3)c2)cc1	-11	0	3	-0.2	8	5	-11	1	-1	0
O=C(CC1(O)C(=O)Nc2ccc(Br)cc21)c1ccccc1 (stereo unspecified)	4	4	1	0.6	8	1	8	-1	4	-5
Cc1[nH][nH]c(=O)c1C(c1ccc(Cl)cc1)c1c(C)[nH][nH]c1=O	-2	1	-2	-0.2	9	-1	-8	2	3	-3
Cc1ccc2nc(-c3ccc(F)cc3)nc(SCC(=O)NCC3CCCO3)c2c1 (stereo unspecified)	-3	1	-3	0.1	-9	-10	16	-2	-8	-7
COc1ccc(C2c3[nH]c4ccccc4c3CCN2C(=O)Cc2nonc2C)c(F)c1 (stereo unspecified)	-5	-4	5	6.7	-14	9	15	-6	6	-7
O=C(Nn1cnnc1)c1ccccc1-c1ccccc1	-1	-2	-3	0.1	7	-3	-8	5	3	7
O=C(Nc1ccccc1)c1cc([N+](=O)[O-])ccc1N1CCCCC1	9	2	2	0.9	3	5	12	-7	0	-13
O=C(Nc1ccc(N2CCOCC2)c(Cl)c1)c1ccc(S(=O)(=O)N2CCOCC2)cc1	2	-1	-4	0.5	11	-4	-6	0	-1	-4
COc1ccccc1CCC(=O)N(C)C1CCCN(Cc2ccccc2F)C1 (stereo unspecified)	-9	3	-3	0.6	-2	-1	-3	-3	6	5
O=C(Nc1ccc(N=Nc2ccccc2)cc1)c1cccc(Cl)c1	7	12*	2	-0.5	-10	3	-3	-2	3	-1
Cc1ccc([N+](=O)[O-])cc1NC(=O)/C=C/C(=O)O	7	1	-4	0.0	5	5	3	-1	-9	0
CCNC1CCS(=O)(=O)C1 (stereo unspecified)	-4	1	-5	0.2	-8	4	0	5	-9	-3
CN(C)CCN(C(=O)c1ccc(S(=O)(=O)N2CCc3ccccc32)cc1)c1nc2ccc(F)cc2s1	-12	1	1	-0.3	15	9	8	8	4	-3
Cc1ccc(CNC(=O)c2oc3ccc(S(=O)(=O)N4CCOCC4)cc3c2C)cc1	12	2	4	0.4	0	14	-7	-7	1	-8
CCOC(=O)C1CCN(Cc2cccc(OC)c2)CC1	-1	0	-2	-0.2	8	1	-10	2	-3	7
COc1cc(CNC(C)(C)CO)cc(Br)c1OCc1ccc(Cl)cc1Cl	10	3	1	0.8	-1	1	2	7	-4	2
Cc1cccc(NC(=S)N2CCCC2)c1	-3	-1	-3	0.3	6	-5	-2	3	2	-6
COc1ccc(S(=O)(=O)N2CCC(C(=O)NC3CCCCC3)CC2)cc1C	-5	1	-2	-0.3	-13	-9	2	6	-2	-3
Cc1ccc(S(=O)(=O)c2nnn(-c3cccc(F)c3)c2N)cc1	12	1	-6	0.3	-2	-11	10	0	-5	-3
Oc1ccc(/C=N/N(Cc2ccccc2)c2ccccc2)cc1	-7	1	4	-0.1	7	13	3	4	-2	2
Cc1ccc(NC(=O)C2(C)CCN2C(=O)Cc2ccc(C(C)C)cc2)cc1 (stereo unspecified)	-4	4	5	0.5	-6	6	-3	-3	4	1
COc1ccc(C(C)(C)C)cc1S(=O)(=O)NCC1CCCO1 (stereo unspecified)	-5	-1	-5	0.6	-3	-13	-2	-1	-5	0
COc1ccc(Oc2nc(OC)cc(OC)n2)cc1	-1	1	0	0.3	-2	-4	4	-2	1	5
Nc1ncnc2c1ncn2[C@@H]1O[C@H](CNCc2cn(CC(=O)NC3CC3)c3ccccc23)[C@@H](O)[C@H]1O	-6	-1	-1	-0.7	11	-11	-15	4	-9	-3
COc1ccc(-n2nc(C(=O)NCc3ccco3)c3c4ccccc4n(C)c3c2=O)cc1	-6	1	-2	-0.8	-1	-4	2	-2	-4	-1
CC(CS(=O)(=O)c1ccccc1[N+](=O)[O-])N1CCOCC1 (stereo unspecified)	8	-1	0	-0.1	10	-2	-4	-2	1	0
O=C(CSc1nncs1)NC(=O)Nc1ccc2c(c1)OCCO2	-3	1	-10	-0.1	-6	-8	-3	1	-2	4
COc1ccc(S(=O)(=O)N2c3ccccc3OCC2C)cc1 (stereo unspecified)	-1	3	3	0.6	-14	5	3	-2	0	4
CCC1(CC)NC(=O)N(CC(=O)OCC(=O)NC(=O)c2ccccc2)C1=O	-15	4	-2	0.5	-14	5	-1	-7	3	4
C[C@@H](c1ccccc1)N1C[C@H](COCc2ccccc2)Oc2cc(N3CCC[C@@H]3CO)ccc2S1(=O)=O	2	-14	3	-0.2	-4	-6	7	-9	2	-3
COc1ccc(CN(C)C(=O)/C=C/c2ccc(S(=O)(=O)N3CCOCC3)cc2)cc1F	-11	-2	1	0.5	8	-2	10	9	-6	-3
COc1cc(C(=O)NCC(c2cccs2)N2CCc3ccccc32)cc(OC)c1OC (stereo unspecified)	0	-1	2	0.5	9	2	4	2	-2	8
CC1CN(S(=O)(=O)c2cc(C(=O)NCCCN3CCCC3=O)ccc2Cl)CC(C)O1 (stereo unspecified)	1	1	-4	0.0	4	-10	-4	-1	-5	-2

14 entries from above, with values ahead of the structure.
ASAP1 inh | PLCg1 inh | ADAM17 inh | KLK7 zymogen act | TDP2 inh | ADAM10 inh | ARFGAP1 inh | DDE Tn7 FP inh | LEDGF integ inh | Tn6 DDE FP | smiles
-4 | 1 | -5 | 0.2 | -8 | 4 | 0 | 5 | -9 | -3 | CCNC1CCS(=O)(=O)C1 (stereo unspecified)
-12 | 1 | 1 | -0.3 | 15 | 9 | 8 | 8 | 4 | -3 | CN(C)CCN(C(=O)c1ccc(S(=O)(=O)N2CCc3ccccc32)cc1)c1nc2ccc(F)cc2s1
12 | 2 | 4 | 0.4 | 0 | 14 | -7 | -7 | 1 | -8 | Cc1ccc(CNC(=O)c2oc3ccc(S(=O)(=O)N4CCOCC4)cc3c2C)cc1
-1 | 0 | -2 | -0.2 | 8 | 1 | -10 | 2 | -3 | 7 | CCOC(=O)C1CCN(Cc2cccc(OC)c2)CC1
10 | 3 | 1 | 0.8 | -1 | 1 | 2 | 7 | -4 | 2 | COc1cc(CNC(C)(C)CO)cc(Br)c1OCc1ccc(Cl)cc1Cl
-3 | -1 | -3 | 0.3 | 6 | -5 | -2 | 3 | 2 | -6 | Cc1cccc(NC(=S)N2CCCC2)c1
-5 | 1 | -2 | -0.3 | -13 | -9 | 2 | 6 | -2 | -3 | COc1ccc(S(=O)(=O)N2CCC(C(=O)NC3CCCCC3)CC2)cc1C
12 | 1 | -6 | 0.3 | -2 | -11 | 10 | 0 | -5 | -3 | Cc1ccc(S(=O)(=O)c2nnn(-c3cccc(F)c3)c2N)cc1
-7 | 1 | 4 | -0.1 | 7 | 13 | 3 | 4 | -2 | 2 | Oc1ccc(/C=N/N(Cc2ccccc2)c2ccccc2)cc1
-4 | 4 | 5 | 0.5 | -6 | 6 | -3 | -3 | 4 | 1 | Cc1ccc(NC(=O)C2(C)CCN2C(=O)Cc2ccc(C(C)C)cc2)cc1 (stereo unspecified)
-5 | -1 | -5 | 0.6 | -3 | -13 | -2 | -1 | -5 | 0 | COc1ccc(C(C)(C)C)cc1S(=O)(=O)NCC1CCCO1 (stereo unspecified)
-1 | 1 | 0 | 0.3 | -2 | -4 | 4 | -2 | 1 | 5 | COc1ccc(Oc2nc(OC)cc(OC)n2)cc1
-6 | -1 | -1 | -0.7 | 11 | -11 | -15 | 4 | -9 | -3 | Nc1ncnc2c1ncn2[C@@H]1O[C@H](CNCc2cn(CC(=O)NC3CC3)c3ccccc23)[C@@H](O)[C@H]1O
-6 | 1 | -2 | -0.8 | -1 | -4 | 2 | -2 | -4 | -1 | COc1ccc(-n2nc(C(=O)NCc3ccco3)c3c4ccccc4n(C)c3c2=O)cc1
